Lipid storage S3: qHTS Assay for Lipid Storage Modulators in Drosophila S3 Cells. Potency in µM for hits, for the others lipid storage change, negative = inhibition, % at the top dose, mostly 46.1 µM. AID 2685. Drosophila S3 cells, BODIPY lipid droplet fluorescence, 18-24 h; cells fed with added oleic acid. hit rate 0.64% among 320,000; active = well fitted inhibition curve with a large enough effect in the signal ratio, with a control signal flat, not every such curve was filed as active; inconclusive = small, poorly fitted or top-dose-only effect, or effect the other way, or a change in a side signal; the % refers to the signal ratio
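Drosophila S3 cells got compounds at several concentrations plus oleic acid (400 uM solution). Laser-scanning cytometry with 488 nm excitation read lipid droplets at 500-530 nm and cells at 575-640 nm. Percent activity was relative to 20 uM Triacsin C.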
Lipid storage S3 cell count max: second read-out of Lipid storage S3, no call of its own (marks repeat the call); cell number change, %; measured here: cell count max response;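 cells counted by Cell Tracker Red CMTPX staining in the red channel; peak over a dose series mostly up to 46.1 µM; percent activity relative to internal control wells on each plate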
Numbers without * were called inactive; i = inactive; ? = inconclusive; . = not tested or not shown. % is scaled to controls: 0 for no effect and ±100 for the full control effect; potency is read from the fitted curve at half-maximal effect. These rows are one share of the data (hit frequency here may not be typical).

nr	SMILES	Lipid storage S3	Lipid storage S3 cell count max
1	CC1CN2c3ccc([N+](=O)[O-])cc3CC3(C(=O)N(C)C(=O)N(C)C3=O)C2C(C)O1 (centres undefined)	-10%	10
2	CN1CCN(c2ccc([N+](=O)[O-])c(N)c2)CC1	?	.
3	CCOP(=S)(OCC)SCOC(=O)NCC(=O)OC	6%	-4
4	Nc1c(C(=O)OCc2ccccc2)c2nc3ccccc3nc2n1Cc1cccs1	?	.
5	O=C1NC(=O)C(=Cc2ccsc2)C(=O)N1	-2%	12
6	CCCCCSc1cc(O)c(C(CNC)C(C)C)cc1OC (centres undefined)	?	.
7	CC(C(=O)c1ccc(Cl)cc1Cl)n1cncn1 (centres undefined)	?	.
8	CCCC(=O)c1ccc(CP(=O)(OCC)OCC)o1	15%	10
9	CNP1(NC)=NC(C(F)(F)F)=NC(C(F)(F)F)=N1	-21%	.
10	C/C(=C/C=C/[C@@H](C)C(=O)O)[C@H]1CN[C@H](C(=O)O)[C@H]1CC(=O)O	-9%	-7
11	COc1ccc(NC2=NCC(C)S2)cc1 (centres undefined)	?	.
12	Cn1c2ccccc2c2c(C(=O)N3CCC4(CC3)OCCO4)cn(C3CCCC3)c(=O)c21	?	.
13	O=S(=O)(c1ccc(O)cc1)c1ccc(O)cc1	?	.
14	CCC(C)C1NC(=O)C(C(C)=O)=C1O (centres undefined)	-10%	-5
15	CC1COC2N=C(N[N+](=O)[O-])NC2O1 (centres undefined)	2%	8
16	CC(C)c1cc(Br)c(NC(=O)Nc2cccnc2)c(Br)c1	-2%	1
17	Nc1ccc(C2(c3ccc(N)cc3)c3ccccc3-c3ccccc32)cc1	?	.
18	O=[N+]([O-])c1cc(-c2ccc([As](=O)(O)O)cc2)ccc1[As](=O)(O)O	-7%	5
19	Oc1c(Br)cc(Br)cc1Oc1ccc(Br)cc1Br	?	.
20	O=C(Cc1cccc(C(F)(F)F)c1)N1CCN(CC(=O)N2CCCC2)CC1	i	-5
21	Cn1c(=O)c2c(nc(N/N=C/c3c(O)n(C4CCCCC4)c(=S)[nH]c3=O)n2C)n(C)c1=O	-1%	24
22	C[C@]12CC(=O)CC1CCC1C2CC[C@@]2(C)C1CC[C@@H]2O (some centres undefined)	?	.
23	O=C(O)CCC(=O)N1N=C(c2c(-c3ccccc3)c3cc(Cl)ccc3[nH]c2=O)CC1c1ccco1 (centres undefined)	?	.
24	O=S(=O)(c1ccc(F)cc1)N1CCCC1c1cccnc1 (centres undefined)	?	.
25	COC(=O)C1=C(c2cccc(OCc3ccccc3)c2)C[C@@H]2CC[C@H]1N2C(=O)NCc1cc(C)oc1C(F)(F)F	?	.
26	CC(C)n1c(O)c(C2c3cc(Cl)ccc3Oc3[nH]c(=O)n(C(C)C)c(=O)c32)c(=O)[nH]c1=O (centres undefined)	?	.
27	CCCn1ncc(CN2CCCC(C(=O)c3cccc(OC)c3)C2)c1C (centres undefined)	6%	19
28	COc1ccc(CN2CCN(c3ccccc3F)CC2)c(OC)c1	?	.
29	COc1cccc(CN2CCN(C(=O)COc3ccc4ccccc4c3)CC2)c1	1%	-14
30	COC(=O)C1=C(c2ccc(OC)c(OC)c2)C[C@@H]2CC[C@H]1N2C(=O)N1CCOCC1	7%	-10
31	N#CCCn1cc(C(=O)NCc2ccccc2)c(-c2ccc3c(c2)OCCO3)n1	7%	-8
32	C/C=C/CC1(CC)C(=O)NC(=S)NC1=O	-5%	3
33	c1ccc2c(CNC3CCCCCC3)c[nH]c2c1	?	.
34	O=C(/C=C/c1ccc(Br)cc1)NC(=S)N1C[C@H]2C[C@H](C1)c1cccc(=O)n1C2	i	18
35	FC(F)(F)c1ccc(CNCCc2c[nH]c3ccccc23)cc1	11%	-6
36	N#CC[N+]1(CCCNP2(=O)C=C(c3ccccc3)OC(c3ccccc3)=C2)CCOCC1	?	.
37	O=C(O)c1cc[c]([Hg][Cl])cc1	?	.
38	O=Cc1cn(Cc2ccc(F)cc2Cl)c2ccccc12	26%	12
39	COc1c(C)cc(C(=O)C2CCCN(Cc3cnc(C)s3)C2)cc1C (centres undefined)	4%	0
40	Cc1cc(C=O)c(C)n1C(C)C	-20%	-27
41	Nc1c2c(nc3sc4c(c13)CCCC4)CCCC2	?	.
42	Cc1ccc(S(=O)(=O)N(C)N=O)cc1	-3%	-26
43	O=[N+]([O-])/C=C1/NCCN1Cc1ccc(Cl)nc1	?	.
44	COc1ccccc1CCNC1CCC(C(C)(C)C)CC1 (centres undefined)	?	.
45	CCCCC(=O)N/N=C/c1c(O)n(CC)c(=S)n(CC)c1=O	?	.

Full records, looked up by structure. Order of screens: Lipid storage S3	Lipid storage S3 cell count max
`O=C(/C=C/c1ccc(Br)cc1)NC(=S)N1C[C@H]2C[C@H](C1)c1cccc(=O)n1C2` across the screens: i	18
`O=C(O)c1cc[c]([Hg][Cl])cc1` across the screens: ?	.

Carrying on:
nr	SMILES	Lipid storage S3	Lipid storage S3 cell count max
46	Cc1ccc(C(=O)C2CN3CCC2CC3)cc1 (centres undefined)	?	.
47	CC1=NN(c2ccccc2)C(=O)C1/C=C1\C(=O)NC(=O)N(c2ccc(C)c(C)c2)C1=O (centres undefined)	?	.
48	O=[N+]([O-])c1cc(F)c(N2CCCC2)cc1Br	?	.
49	COc1ccccc1NC1(C#N)CCCCC1	?	.
50	COc1ccc(-n2c(SC)nc3ccccc3c2=O)cc1	?	.
51	O=c1[nH]c(O)c(C=NC2CCN(Cc3ccccc3)CC2)c(=O)[nH]1	?	.
52	CCN(CC)C(=O)c1ccc(NC(=O)c2cc(S(=O)(=O)N3CCCCCC3)ccc2OC)cc1	?	.
53	Cc1cccc2c(CCN)c[nH]c12	2%	23
54	CC12CCC3C(CC=C4CC(O)CCC43C)C1C/C(=C\c1cccc(F)c1)C2=O (centres undefined)	2%	.
55	COC(=O)C1=C(c2ccc(-c3ccccc3)c(F)c2)C[C@@H]2CC[C@H]1N2C(=O)NC1CCCCC1	?	.
56	CC1CC(C)CN(CC(=O)c2ccc(OC(F)F)cc2)C1 (centres undefined)	?	.
57	CCOc1cc(/C=C2\C(=O)NC(=O)N(C)C2=O)cc([N+](=O)[O-])c1O	?	.
58	OCCOCC#CCN1CCOCC1	i	.
59	CCN(CC)C(=O)Cn1cc(C=C2C(=O)N(C)C(=O)N(C)C2=O)c2ccccc21	3%	9
60	C#C[C@@]1(O)CCC2C3CCC4=C/C(=N/OCC(=O)NC(CCC(N)=O)C(=O)O)CC[C@]4(C)C3CC[C@@]21C (some centres undefined)	?	.

Carrying on:
item	compound	Lipid storage S3	Lipid storage S3 cell count max
61	COc1ccc(-n2c(-c3ccccc3[N+](=O)[O-])nc3ccccc3c2=O)cc1	?	.
62	COCc1c(CN)cnc(C)c1N	?	.
63	COc1ccc(CCN(C)Cc2ccncc2)cc1OC	16%	6
64	O=C(O)C1C2CC3CC(C2)CC1(n1ncc(N2CCC4(CC2)OCCO4)c(Cl)c1=O)C3 (centres undefined)	23%	23
65	CCN(CC)P(=S)(c1c(C)nc2ccccn12)c1c(C)nc2ccccn12	?	.
66	CC(C)Oc1cccc(NC(=O)c2cccn(Cc3ccc4c(c3)OC(F)(F)O4)c2=O)c1	i	.
67	FCCN(CCF)c1cccc(Cl)c1	?	.
68	COc1cccc2cc(-c3cc(=O)oc4ccc(OC(=O)N(C)C)cc34)oc12	25%	-4
69	COC(=O)C1=C(c2ccc3ccccc3c2)C[C@@H]2CC[C@H]1N2C(=O)NC(C)C	3%	-13
70	COC(=O)C1=C(c2ccc(-c3ccccc3)c(F)c2)C[C@@H]2CC[C@H]1N2C(=O)NC1CC1	?	.
71	O=c1[nH]c(=S)n(-c2ccccc2)c(O)c1/C=N/N1CCCCC1c1cccnc1 (centres undefined)	?	.
72	CCOC(=O)C(O)(c1ccc(NC(=O)NC2CCCCC2)cc1)C(F)(F)F (centres undefined)	?	.
73	O=c1[nH]c(=O)n(Cc2ccco2)c(O)c1C=NCc1ccc2c(c1)OCO2	7%	-1
74	OC12CCCCC1C(c1ccccc1)NCC2 (centres undefined)	?	.
75	COCCN1C(=O)/C(=C/c2c(OC)cc(OC)cc2OC)C(=O)N(c2ccccc2)C1=O	0%	9
76	CC/C(=N\Nc1ccccc1)c1c(O)n(-c2ccccc2)c(=O)[nH]c1=O	?	.
77	O=C1NC(=O)N(Cc2ccco2)C(=O)/C1=C\c1cccn1CCOc1ccc(Cl)cc1	?	.
78	O=C(CN1CCCCC1)c1ccc(OC(F)F)cc1	7%	7
79	Cc1ccc(-c2nc3ccccc3c(=O)n2-n2cccc2)cc1	?	.
80	NNc1n[nH]c(=S)n1N	?	.
81	Cc1cc(OCC(=O)NC2CCS(=O)(=O)C2)c2c3c(c(=O)oc2c1)CCC3 (centres undefined)	?	.
82	COc1ccc(OCC(=O)N2CCN(C(C)C)CC2)cc1	i	.
83	CCN1CCN(C(=O)COc2ccc(S(=O)(=O)N(C)Cc3ccccc3)cc2)CC1	?	.
84	CC(=O)N1CCN(c2ccc([N+](=O)[O-])cc2C=C2C(=O)NC(=O)NC2=O)CC1	9%	4
85	COc1ccccc1N1CCN(Cc2ccc(Br)s2)CC1	?	.
86	Nc1ccc([N+](=O)[O-])cc1	?	.
87	COc1cc2c(cc1/C=C/[N+](=O)[O-])OCO2	?	.
88	CCc1ccc(-n2c(O)c(/C=N/N3CCCCC3c3cccnc3)c(=O)[nH]c2=O)cc1 (centres undefined)	1%	-12
89	NC1=NC(c2cccnc2)n2c(nc3ccccc32)N1 (centres undefined)	25%	11
90	CN(C)C(=O)Oc1ccc2nnc3ccnn3c2c1	1%	13

Grouped by structure, those above containing fluorine.
item	compound	Lipid storage S3	Lipid storage S3 cell count max
9	CNP1(NC)=NC(C(F)(F)F)=NC(C(F)(F)F)=N1	-21%	.
20	O=C(Cc1cccc(C(F)(F)F)c1)N1CCN(CC(=O)N2CCCC2)CC1	i	-5
24	O=S(=O)(c1ccc(F)cc1)N1CCCC1c1cccnc1 (centres undefined)	?	.
25	COC(=O)C1=C(c2cccc(OCc3ccccc3)c2)C[C@@H]2CC[C@H]1N2C(=O)NCc1cc(C)oc1C(F)(F)F	?	.
28	COc1ccc(CN2CCN(c3ccccc3F)CC2)c(OC)c1	?	.
35	FC(F)(F)c1ccc(CNCCc2c[nH]c3ccccc23)cc1	11%	-6
38	O=Cc1cn(Cc2ccc(F)cc2Cl)c2ccccc12	26%	12
48	O=[N+]([O-])c1cc(F)c(N2CCCC2)cc1Br	?	.
54	CC12CCC3C(CC=C4CC(O)CCC43C)C1C/C(=C\c1cccc(F)c1)C2=O (centres undefined)	2%	.
55	COC(=O)C1=C(c2ccc(-c3ccccc3)c(F)c2)C[C@@H]2CC[C@H]1N2C(=O)NC1CCCCC1	?	.
56	CC1CC(C)CN(CC(=O)c2ccc(OC(F)F)cc2)C1 (centres undefined)	?	.
66	CC(C)Oc1cccc(NC(=O)c2cccn(Cc3ccc4c(c3)OC(F)(F)O4)c2=O)c1	i	.
67	FCCN(CCF)c1cccc(Cl)c1	?	.
70	COC(=O)C1=C(c2ccc(-c3ccccc3)c(F)c2)C[C@@H]2CC[C@H]1N2C(=O)NC1CC1	?	.
72	CCOC(=O)C(O)(c1ccc(NC(=O)NC2CCCCC2)cc1)C(F)(F)F (centres undefined)	?	.
78	O=C(CN1CCCCC1)c1ccc(OC(F)F)cc1	7%	7
